Screening data deposited in PubChem BioAssay by National Center for Advancing Translational Sciences (NCATS).
JMJD2E inh: inhibitors of human JMJD2E histone demethylase | Potency, µM (top dose mostly 57.1 µM), for inactives: top-dose activity change, negative = inhibition, most hits filed as inhibitors | 230,000 compounds, 1.6% hits | JMJD2E catalytic domain, FDH-coupled NADH fluorescence (FDH is formaldehyde dehydrogenase) | B2RXH2; active means well fitted inhibition curve with a large enough effect, not every such curve was filed as active; inconclusive means small, poorly fitted or top-dose-only effect, or another doubt; inactive means no such curve, though single readings can be large or run the other way;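 further: 0% = wells with enzyme and -100% = buffer wells without enzyme; nearly all actives have a fitted effect of over 50% in size; many of its hits are not listed in these tables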
Target sequence (B2RXH2 1-337 limits assumed): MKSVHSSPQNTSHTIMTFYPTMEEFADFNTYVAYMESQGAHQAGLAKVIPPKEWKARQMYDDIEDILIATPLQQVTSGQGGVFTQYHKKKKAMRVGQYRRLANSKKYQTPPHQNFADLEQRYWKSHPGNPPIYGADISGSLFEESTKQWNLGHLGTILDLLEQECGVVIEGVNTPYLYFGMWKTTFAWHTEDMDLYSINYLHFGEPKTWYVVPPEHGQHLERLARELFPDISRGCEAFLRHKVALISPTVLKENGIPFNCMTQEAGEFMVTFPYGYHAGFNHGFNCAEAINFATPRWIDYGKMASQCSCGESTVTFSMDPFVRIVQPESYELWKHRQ
RECQ1 inh: inhibitors of human RECQ1 DNA helicase; Potency, µM (doses to about 57.3 µM), for inactives: at the highest dose activity, negative = inhibition, hits mostly inhibitors; P46063; AID 2549; 240,000 compounds, 0.54% hits; RECQ1 DNA unwinding, red fluorescence kinetic read;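 further: plate controls were vehicle for no effect and no enzyme for full effect; nearly all actives have a fitted effect of over 30% in size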
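50 nM RECQ1T1 preincubated 15 min with compound in Tris pH 8.0 buffer with MgCl2, DTT, Tween-20 and 2.5 ug/ml poly(dI-dC); started with 200 nM TAMRA/BHQ-2 forked duplex and 2 mM ATP. Unwinding read as fluorescence (525/598 nm), two reads 2 h apart.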
ALDH1A1 inh: inhibitors of human aldehyde dehydrogenase 1A1; AID 1030; Purified ALDH1A1, NADH fluorescence, propionaldehyde substrate; 220,000 compounds, 7.3% hits; P00352; Potency, µM (top dose mostly 75.3 µM), for inactives: top-dose activity, negative = inhibition, most hits filed as inhibitors; active means well fitted inhibition curve with a large enough effect, not every such curve was filed as active; inconclusive means small, poorly fitted or top-dose-only effect, or another doubt; inactive means no such curve, though single readings can be large or run the other way;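 further: plate controls were no enzyme wells and a reference inhibitor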
Target sequence (P00352 whole entry, looked up): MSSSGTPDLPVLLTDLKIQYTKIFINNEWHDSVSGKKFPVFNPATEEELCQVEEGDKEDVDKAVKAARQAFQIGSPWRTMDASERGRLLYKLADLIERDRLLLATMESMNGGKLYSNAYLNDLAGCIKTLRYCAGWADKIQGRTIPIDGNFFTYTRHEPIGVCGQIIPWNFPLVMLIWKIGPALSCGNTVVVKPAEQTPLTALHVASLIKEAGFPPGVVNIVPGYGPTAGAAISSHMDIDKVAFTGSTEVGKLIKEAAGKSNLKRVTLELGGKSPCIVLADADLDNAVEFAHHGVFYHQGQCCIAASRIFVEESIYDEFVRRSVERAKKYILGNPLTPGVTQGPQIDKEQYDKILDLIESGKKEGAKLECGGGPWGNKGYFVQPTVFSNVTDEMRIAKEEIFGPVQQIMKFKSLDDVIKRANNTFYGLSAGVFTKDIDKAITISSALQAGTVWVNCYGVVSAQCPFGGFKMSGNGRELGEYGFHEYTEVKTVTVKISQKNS
Luc counter: Kinase-Glo luciferase inhibition (counter-screen) | Potency, µM (highest dose often 38.3 µM), without a hit: at the highest dose activity change, negative = inhibition, most hits filed as inhibitors | Kinase-Glo luciferase, ATP luminescence, 8 min | AID 1379 | 200,000 compounds, 0.28% hits | Q27757; further: on the % scale 0 is the no-effect control and ±100 the full control effect; nearly all actives have a fitted effect of over 60% in size
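Recombinant Kinase-Glo luciferase, 10 uM ATP (linear range), luciferin; imidazole pH 7.2 / KCl / MgCl2 / Tween / BSA buffer; 8 min RT; luminescence.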
L3MBTL1 inh: blocks human L3MBTL1; Q9Y468; AlphaScreen L3MBTL1–H3K9me1 peptide binding; Potency, µM (series often up to 57.1 µM), without a hit: top-dose activity, negative = inhibition, usual class: inhibitors; 230,000 compounds, 0.66% hits; further: on the % scale 0 is the no-effect control and ±100 the full control effect; nearly all actives have a fitted effect of over 60% in size
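AlphaScreen proximity signal between nickel-chelate acceptor and streptavidin donor beads (final 10 ug/mL) reports binding of 50 nM L3MBTL1 to 75 nM biotin-H3 K9me1 peptide; complex incubated with compounds 30 min at room temperature; cefsulodin titration as control.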
Tau fibril ThT: tau fibrillization inhibition (ThT binding); recombinant tau K18 P301L, heparin-induced fibrillization, ThT fluorescence; P10636; 270,000 compounds, 2.1% hits; Potency, µM (series often up to 57.4 µM), for inactives: top-dose activity, negative = inhibition, hits mostly inhibitors; AID 1460; further: on the % scale 0 is the no-effect control and ±100 the full control effect; nearly all actives have a fitted effect of over 55% in size
Target sequence (P10636 561-689 P618L limits assumed): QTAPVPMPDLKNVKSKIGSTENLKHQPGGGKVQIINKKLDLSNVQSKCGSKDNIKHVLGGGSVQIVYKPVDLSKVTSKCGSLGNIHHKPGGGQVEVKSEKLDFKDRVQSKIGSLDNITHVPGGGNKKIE
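Using a mix of unlabeled (15 uM) and Alexa 594-labeled (0.24 uM) tau K18 P301L, heparin-triggered fibrillization over 6 hr at 37 C was scored by ThT fluorescence.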
SMN2 splice enh: increases expression of the SMN2 splice variant; 210,000 compounds, 2.8% hits; HEK293 SMN2-luciferase splicing reporter, luminescence, 30-36 h; Potency, µM (highest dose often 46.1 µM), for the others: at the top dose activity change, positive = activation, hits mostly activators; AID 1458; further: % of control where 0% means no effect; nearly all actives have a fitted effect of over 55% in size
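qHTS luciferase splicing reporter: luminescence rises when SMN2 exon 7 is included in transfected HEK293 cells. Compound exposure lasted 30-36 h at 37C, with 4.5 mM final sodium butyrate as control, followed by a ONE-Glo read.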
LMNA splice mod: changes lamin A minigene splicing in HeLa cells. Potency, µM (titrated, usually from 46.1 µM), for inactives: top-dose ratio change, negative = inhibition, most hits filed as inhibitors. HeLa LMNA splicing GFP/RFP minigene ratio, 48 h. AID 1487. 200,000 compounds, 0.01% hits; active means well fitted inhibition curve with a large enough effect in the signal ratio, with a control signal flat, not every such curve was filed as active; inconclusive means small, poorly fitted or top-dose-only effect, or effect the other way, or a change in a side signal; the % refers to the signal ratio; further: on the % scale 0 is the no-effect control and ±100 the full control effect
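S3 HeLa stable clones carrying a lamin A-EGFP splicing minigene plus DsRed2 were seeded at 600 cells/well in Opti-MEM with 2% FBS, pin-dosed and incubated 48 h at 37°C. Acumen cytometry (488 nm) gave the GFP/RFP total-intensity ratio.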
* marks the source's active call; other numbers are inactive results; i = inactive; ? = inconclusive; . = no result given; [ ] = another dose, or the depositor's remark. Unless noted, the call rests on the fitted dose curve; in most records, active means well fitted curve in the direction sought with a large enough effect; inconclusive means small, poorly fitted or top-dose-only effect, or another doubt; inactive means no such curve, though single readings can be large; an effect the other way counts as inactive or inconclusive. Potency means the concentration at half of the fitted maximal effect.

Below each compound: JMJD2E inh	RECQ1 inh	ALDH1A1 inh	Luc counter	L3MBTL1 inh	Tau fibril ThT	SMN2 splice enh	LMNA splice mod
COc1ccc(C(CNC(=O)COc2ccccc2-c2ccccc2)N2CCOCC2)cc1 (stereo unspecified)
→ -3.8%	-6.5%	-1.4%	-0.9%	-4.0%	-9.1%	-7.8%	?
CCN(CC)C(=O)CSc1nc(O)c(Cc2ccccc2)c(=O)n1-c1ccccc1
→ 5.2%	i	0.6%	-1.3%	13.5%	-5.4%	-24.3%	10.9%[0.0737 µM]
c1ccc(-c2nc3cc4ccccc4cc3[nH]2)nc1
→ ?	-10.3%	-0.2%	11.2µM*	-10.2%	?	0.447µM*	?
O=C(COC(=O)c1ccco1)NCC1CCCO1 (stereo unspecified)
→ 4.7%	2.3%	?	3.8%	-14.1%	14.9%	22.9%	6.4%
c1csc(Cn2c(-c3cccs3)nc3ccccc32)c1
→ ?	-7.6%	0.3%	16.3%	.	?	-31.2%[inhibitor]	-3.7%
COc1ccc(OCC(=O)N2CCN(C(=O)COc3ccc(Br)cc3)CC2)cc1
→ 2.8%	-3.0%	-7.4%	5.5%	-6.5%	-17.4%	-22.1%	-15.3%
Cc1onc(-c2ccccc2)c1C(=O)NC(C)C1CCCO1 (stereo unspecified)
→ 1.4%	4.9%	-0.9%	-0.5%	.	9.5%	7.6%	-7.1%
CC12CC3(C)CC(C)(C1)CC(C(N)=O)(C2)C3
→ -4.2%	i	10.7%	1.0%	1.1%	-4.3%	17.8%	-2.4%[46 µM]
COc1cccc(-c2csc3nnc(SCC(=O)c4ccc(NC(C)=O)cc4)n23)c1
→ 5.8%	-1.7%	?	0.2%	.	-11.7%	6.4%	2.3%
O=C(CCc1nc(-c2ccccn2)no1)NCc1ccc2c(c1)OCO2
→ 0.1%	-7.3%	.	.	7.6%	6.9%	.	.

Next results
Below each compound: JMJD2E inh	RECQ1 inh	ALDH1A1 inh	Luc counter	L3MBTL1 inh	Tau fibril ThT	SMN2 splice enh	LMNA splice mod
CCOC(=O)Nc1nc(-c2ccc(F)cc2F)cs1
→ -1.0%	-1.7%	12.1%	-1.1%	8.0%	?	25.9%	?
Nc1cc(Nc2ccc(Br)cc2)nc(N)n1
→ 3.0%	i	.	.	-0.3%	?	.	.
COc1ccccc1NC(=O)Nc1ccc(N2CCOCC2)cc1
→ -4.0%	-6.2%	8.9%	-17.9%	.	?	112.1%	-1.1%[46 µM]
COc1ccc(C(=O)Nc2ccc3c(c2)nc(CN2CCCC2)n3C)cc1
→ -25.8%	-4.2%	?	.	.	-16.3%	.	.
O=C(CCc1nnc(CCCc2ccccc2)o1)NCCc1ccccc1
→ 1.8%	-2.7%	-3.9%	-0.5%	15.0%	-16.1%	.	-1.4%[46 µM]
COc1ccc(OC)c(NC(=S)N(CCc2c(C)[nH]c3ccccc23)Cc2cccs2)c1
→ 3.4%	-22.3%	?	0.8%	-5.8%	-13.3%	7.8%	?
Cc1ccc(N(C)C(=O)n2cnc3ccccc32)cc1
→ 2.4%	0.4%	-7.6%	-1.7%	-24.8%	6.4%	4.0%	.
CC(C)OP(=O)(OC(C)C)C(Nc1ccccc1)c1ccccc1C(F)(F)F (stereo unspecified)
→ -1.9%	-32.5%	3.1%	-4.8%	2.4%	-5.0%	8.9%	3.3%
O=C(CCn1nnc2ccccc21)N1CCN(c2ccccc2)CC1
→ 4.4%	i	1.2%	1.6%	-1.5%	-8.4%	17.9%	7.9%
CCCCOC(=O)C(C#N)c1nc2ccccc2nc1N1CCN(Cc2ccc3c(c2)OCO3)CC1 (stereo unspecified)
→ 1.9%	-4.5%	-6.8%	-5.0%	-6.0%	-17.2%	-7.2%	3.1%

Other compounds:
Below each compound: JMJD2E inh	RECQ1 inh	ALDH1A1 inh	Luc counter	L3MBTL1 inh	Tau fibril ThT	SMN2 splice enh	LMNA splice mod
S=c1[nH]nc(C2CCCCC2)n1/N=C/c1ccco1
→ 12.4%	-3.1%	?	-1.7%	-5.6%	0.7%	2.8%	15.9%
Cc1ccc2c(Cl)cc(Cl)c(OCC(=O)N3CCCC3)c2n1
→ ?	16.5%	?	1.1%	0.3%	-13.7%	11.3%	-9.0%[46 µM]
COC(=O)c1ccc(NC(=O)Cn2nnc3ccccc32)cc1
→ 5.9%	-14.7%	5.5%	-1.8%	-3.5%	0.8%	12.6µM*	-3.3%
COCCn1c(C)cc2c(c1=O)C(c1ccccc1F)C(C#N)=C(N)O2 (stereo unspecified)
→ -16.0%	-4.6%	0.0%	-0.4%	-3.3%	-2.2%	-10.9%	-4.8%
CC(=O)Nc1cccc(OCC(O)Cn2c(C)nc3ccccc32)c1 (stereo unspecified)
→ -2.2%	-7.0%	9.2%	0.7%	5.4%	-8.0%	-39.6%[inhibitor]	?
CC(C)CN1C(=O)C(=Nc2cccnc2)c2ccccc21
→ ?	-2.2%	1µM*	2.9%	-6.9%	-14.0%	8.8%	-0.1%[46 µM]
CC1CC(NC(=O)N(C)C)N(C)C(=O)N1 (stereo unspecified)
→ -2.9%	-16.5%	18.6%	-1.1%	-4.5%	-5.0%	-9.3%	?
COc1ccc(C(=O)/C=C/Nc2ccc(S(=O)(=O)Nc3onc(C)c3C)cc2)cc1
→ -18.6%	-0.8%	?	2.3%	-4.1%	?	19.0%	15.4%
COc1ccc(OC)c(CNC(=O)CCCc2cn(C)c3ccccc23)c1
→ -2.9%	-6.0%	?	-0.1%	-12.8%	-0.2%	-2.4%	?
Cc1ccccc1N1CC(=O)N(c2ccccc2C)CC1=O
→ 4.0%	-7.0%	4.8%	1.9%	.	-10.9%	-8.0%	8.7%

(further entries)
Below each compound: JMJD2E inh	RECQ1 inh	ALDH1A1 inh	Luc counter	L3MBTL1 inh	Tau fibril ThT	SMN2 splice enh	LMNA splice mod
Cc1ccc2c3c(c(SCC(=O)Nc4nonc4C)nc2c1)CCCC3
→ 5.3%	7.4%	9.9%	-4.4%	.	-3.5%	12.9%	1.5%
CCOc1ccc(C(=O)N(c2ccccn2)C2CCCCC2)cc1
→ -3.2%	i	2.1%	1.8%	5.2%	6.1%	-3.5%	3.9%[46 µM]
O=C(Cc1cccs1)Nc1nc2c(ccc3ccccc32)s1
→ 0.7%	5.6%	24.5%	8.3%	.	1.9%	?	-13.3%
Cc1ccc(NC(=O)CNC(c2ccccc2)c2ccccc2)c(F)c1
→ -11.8%	-20.6%	-5.5%	1.3%	18.1%	-8.7%	-1.9%	-3.3%
CCc1cc2ccc(OC)cc2nc1SCC(=O)Nc1cc(C)on1
→ ?	-11.3%	0.9%	-0.5%	33.0%[activator]	9.5%	-5.2%	2.3%
CC(C)(C)C(=O)/C=c1\[nH]c(=O)/c(=C\c2ccc(C#N)cc2)s1
→ 3.0%	-9.3%	1.6%	-3.5%	-1.6%	?	-29.8%	-6.0%
O=C(O)c1cc(S(=O)(=O)N2CCN(c3ccccn3)CC2)ccc1Cl
→ ?	-1.8%	12.1%	3.4%	10.2%	8.0%	8.3%	.
Cc1nc(NC(=O)C(C)Oc2cccc(Cl)c2)sc1C(=O)N(C)C (stereo unspecified)
→ -4.2%	0.9%	-7.5%	2.2%	-29.7%	-13.5%	6.4%	10.0%
CCS(=O)(=O)Nc1cccc(C2=NN(S(=O)(=O)c3ccc(F)cc3)C(c3cccs3)C2)c1 (stereo unspecified)
→ 2.1%	-10.5%	?	-2.5%	-9.1%	-9.0%	7.2%	-24.6%
Cc1nn(C)c(Oc2cccc(Cl)c2)c1C#N
→ -1.0%	i	5.4%	1.5%	-17.0%	-7.8%	4.3%	10.5%[9.22 µM]

Of the compounds above, these contain a thiophene ring, fused or not.
Below each compound: JMJD2E inh	RECQ1 inh	ALDH1A1 inh	Luc counter	L3MBTL1 inh	Tau fibril ThT	SMN2 splice enh	LMNA splice mod
c1csc(Cn2c(-c3cccs3)nc3ccccc32)c1
→ ?	-7.6%	0.3%	16.3%	.	?	-31.2%[inhibitor]	-3.7%
COc1ccc(OC)c(NC(=S)N(CCc2c(C)[nH]c3ccccc23)Cc2cccs2)c1
→ 3.4%	-22.3%	?	0.8%	-5.8%	-13.3%	7.8%	?
O=C(Cc1cccs1)Nc1nc2c(ccc3ccccc32)s1
→ 0.7%	5.6%	24.5%	8.3%	.	1.9%	?	-13.3%
CCS(=O)(=O)Nc1cccc(C2=NN(S(=O)(=O)c3ccc(F)cc3)C(c3cccs3)C2)c1 (stereo unspecified)
→ 2.1%	-10.5%	?	-2.5%	-9.1%	-9.0%	7.2%	-24.6%

The results go on:
Below each compound: JMJD2E inh	RECQ1 inh	ALDH1A1 inh	Luc counter	L3MBTL1 inh	Tau fibril ThT	SMN2 splice enh	LMNA splice mod
C[n+]1cc[nH]c1SCC(=O)c1ccc(Cl)cc1
→ -25.1%	i	18.9µM*	-11.7%	-14.8%	-4.3%	?	.
CC(CN1CCCCC1)OC(=O)C1c2ccccc2Oc2ccccc21 (stereo unspecified)
→ 2.1%	-10.1%	?	-2.0%	.	-7.3%	.	17.9%
O=S(=O)(c1ccccc1)c1nc(-c2ccco2)oc1NCc1ccco1
→ -7.8%	-13.4%	-5.6%	-0.4%	-11.0%	-2.3%	-18.5%	12.6%
CN(Cc1ccccc1)c1ccc(S(=O)(=O)N2CCOCC2)cn1
→ -6.9%	-5.0%	0.9%	-1.8%	.	-13.3%	-3.1%	-1.0%
O=C(/C=C\Nc1ccc2c(c1)OCO2)c1ccc(Cl)s1
→ -11.7%	-7.0%	-3.5%	-7.7%	-0.9%	2.82µM*	3.55µM*	.
COc1cc(OC)cc(-c2cn[nH]c2N)c1
→ 2.4%	-14.5%	-6.6%	-0.5%	-11.5%	?	.	-14.9%[46 µM]
CCCN1C(=O)c2cc(C(=O)O)ccc2C1O (stereo unspecified)
→ ?	-2.8%	-11.0%	3.2%	-6.9%	-1.1%	8.0%	-14.8%
Cc1ccccc1-n1c(C)nnc1SCc1nc2ccccc2s1
→ -2.6%	-9.6%	1.9%	-2.7%	5.9%	-14.3%	2.4%	-7.5%

A portion of the library, so the mix of outcomes need not match the whole.
